Screening results deposited in PubChem BioAssay by National Center for Advancing Translational Sciences (NCATS).
Pf growth 48h – inhibits P. falciparum growth in the first generation, 48 h. P. falciparum luciferase growth in erythrocytes, 48 h. 310,000 tested, 5.9% active. Potency, µM (doses to about 28.7 µM), for inactives: at the highest dose activity change, negative = inhibition, most hits filed as inhibitors; also: potency is read from the fitted curve at half-maximal effect; % is scaled to controls: 0 for no effect and ±100 for the full control effect
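Firefly luciferase activity from engineered P. falciparum reports growth; inhibitors lower the luminescent signal. Cultures contained 2% hematocrit erythrocytes at 0.1% final parasitemia.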
Pf growth 96h – inhibits malaria parasite growth, 96 h; P. falciparum luciferase reporter growth, 96 h; Potency, µM (highest dose often 28.7 µM), inactives show at the highest dose activity change, negative = inhibition, most hits filed as inhibitors; 320,000 tested, 6.9% active; AID 504834; also: potency is read from the fitted curve at half-maximal effect; % is scaled to controls: 0 for no effect and ±100 for the full control effect
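Compounds incubated with erythrocytes infected by luciferase-expressing P. falciparum (2% hematocrit, 0.05% parasitemia final) for 96 hours, 37 C in 5% CO2. Growth inhibition scored as decreased luciferase luminescence.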
HCV inh – blocks hepatitis C virus. AID 651820. 340,000 tested, 3.4% active. Huh7.5.1 HCVcc-Cre infection, luciferase reporter, 44 h. Potency, µM (titrated, usually from 41.8 µM), inactives show at the top dose activity change, negative = inhibition, actives largely listed as inhibitors; also: potency is read from the fitted curve at half-maximal effect; % is scaled to controls: 0 for no effect and ±100 for the full control effect
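Antiviral activity was scored by luciferase reporter output from cells infected with HCVcc-Cre (~0.5 moi) in presence of compound, 44 h infection period, cells seeded 1,000/well 4 h prior.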
Tb PYK inh – T. brucei pyruvate kinase inhibition | Q57TT1 | TbPYK enzyme, Kinase-Glo Plus ATP luminescence, 45 min | Potency, µM (series often up to 76.8 µM), without a hit: at the top dose activity, negative = inhibition, usual class: inhibitors | 410,000 tested, 0.12% active | AID 624173; also: potency is read from the fitted curve at half-maximal effect; % is scaled to controls: 0 for no effect and ±100 for the full control effect; nearly all actives have a fitted effect of over 50% in size
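Luminescent Kinase-Glo Plus end-point after 45 min room-temperature reaction of T. brucei pyruvate kinase started with 130 uM ADP (final). Buffer TEA 50 mM pH 7.2 with KCl, MgCl2, BSA, Tween-20; titration-based qHTS with fitted concentration-effect curves.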
Shiga inhibitor – blocks Shiga toxin action in Vero cells | Vero cells, Shiga toxin protein synthesis inhibition reporter | inhibition, % at 38.7 µM | 290,000 tested, 9.2% active | AID 2315; in the data active = inhibition mostly above about 28%, no sharp cut-off; inactive = mostly below about 43%; also: 0% is about no effect
Cycloheximide cs – counter-screen hit for Shiga toxin inhibitors, cycloheximide; cell reporter, cycloheximide protein synthesis inhibition counterscreen; 300,000 tested, 12% active; max response, %; AID 2314; in the data active = max response mostly above about 13%, no sharp cut-off; inactive = mostly below about 14%; also: read at 38.3 µM for the half of the compounds with a filed dose; 0% is about no effect
LmPK inh – LmPK (Leishmania mexicana) enzyme inhibition; purified LmPK, Kinase-Glo ATP luminescence, 1 h; Potency, µM (highest dose often 57.5 µM), for the others: top-dose activity change, negative = inhibition, hits mostly inhibitors; 290,000 tested, 0.37% active; also: potency is read from the fitted curve at half-maximal effect; % is scaled to controls: 0 for no effect and ±100 for the full control effect
Target sequence (Q27686 whole entry, looked up): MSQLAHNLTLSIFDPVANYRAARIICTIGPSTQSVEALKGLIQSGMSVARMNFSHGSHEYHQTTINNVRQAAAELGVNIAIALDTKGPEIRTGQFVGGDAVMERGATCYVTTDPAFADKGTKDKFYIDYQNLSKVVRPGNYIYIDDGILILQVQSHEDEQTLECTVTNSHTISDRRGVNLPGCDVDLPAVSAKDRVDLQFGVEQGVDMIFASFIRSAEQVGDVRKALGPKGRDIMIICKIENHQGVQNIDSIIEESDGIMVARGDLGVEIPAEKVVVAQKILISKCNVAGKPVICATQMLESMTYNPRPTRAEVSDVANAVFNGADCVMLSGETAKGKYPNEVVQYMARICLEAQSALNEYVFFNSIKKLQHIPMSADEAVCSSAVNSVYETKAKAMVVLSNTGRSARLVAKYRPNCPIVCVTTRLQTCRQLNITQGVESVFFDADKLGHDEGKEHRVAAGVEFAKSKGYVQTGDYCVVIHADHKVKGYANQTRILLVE
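Purified LmPK (0.1 nM) with 0.5 mM PEP and 0.1 mM ADP in imidazole buffer pH 7.2 with MgCl2/KCl, 1 h at room temperature. ATP formed was read by luciferase luminescence and normalized to no-enzyme and uninhibited controls.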
The depositor's hits bear a star; ? = inconclusive; · = no result given; [ ] = remark or other dose. Unless noted, calls follow the shape of the dose curve; as a rule, active = well fitted curve in the direction sought with a large enough effect; inconclusive = small, poorly fitted or top-dose-only effect, or another doubt; inactive = no such curve, though single readings can be large; an effect the other way counts as inactive or inconclusive.

SMILES	Pf growth 48h	Pf growth 96h	HCV inh	Tb PYK inh	Shiga inhibitor	Cycloheximide cs	LmPK inh
Cc1cccc(Nc2ncccc2C(=O)NCc2cccs2)c1C	17%	-2%	?	-3%	-4	-3	4%
CC1(C)C2CCC1(C)C1(C2)NC(=O)c2ccccc2O1 (configuration not stated)	-5%	50%[activator]	25%	6%	-2	-2	-1%
CCCCCOC(=O)Cn1c(N2CCCCCC2)nc2c1c(=O)[nH]c(=O)n2C	?	?	9%	5%	15	6	-2%
CN(C)CC1CSCCC1(O)c1ccccc1 (configuration not stated)	17%	4%	0%	2%	-2	5	4%
CC(C)c1ccc(/C=C(\c2nc3ccccc3[nH]2)S(=O)(=O)c2ccccc2)cc1	5.9µM*	2.3µM*	13µM*	-11%	23	18*	5%
Cc1ccc2nc(SCC(=O)N(CC(C)C)c3c(N)n(Cc4ccccc4)c(=O)[nH]c3=O)[nH]c2c1	-3%	-14%	8%	-1%	-9	9	2%
CC1CCCCN1C(=O)c1ccc(Br)o1 (configuration not stated)	0%	?	12%	6%	-5	1	-5%
CC(C)(C)n1nc(-c2ccc(Cl)cc2)c2c(N)ncnc21	12µM*	3.7µM*	16%	2%	-17	-2	2%
O=c1[nH]nc(C(F)(F)F)c2nnn(Cc3ccccc3Cl)c12	34%	-4%	-1%	3%	-5	2	-3%
Cc1nnc(SCc2ccccc2)n1CC1CCCO1 (configuration not stated)	·	?	16%	1%	-5	6	3%
O=C(CN1CCCCC1)Nc1ccccc1	·	58%[activator]	10%	-12%	-23	-1	-6%
CCOC(=O)c1sc(NC(=O)CC)c(C#N)c1C	18%	?	-7%	-8%	2	-3	1%
C=CCOC(=O)c1sc(NC(=O)c2ccc(OC)cc2)nc1C	10%	40%[activator]	-22%	-2%	37	16*	-13%
CCc1cc(=O)[nH]c(SCCCF)n1	5%	83%[activator]	8%	0%	16	2	-2%
Cc1c(C2(O)C(=O)Nc3ccc(F)cc32)c(=O)n(-c2ccccc2)n1C (configuration not stated)	3%	-18%	10%	5%	-5	-2	1%

The final five entries of the part before are carried over, then new ones follow.
SMILES	Pf growth 48h	Pf growth 96h	HCV inh	Tb PYK inh	Shiga inhibitor	Cycloheximide cs	LmPK inh
O=C(CN1CCCCC1)Nc1ccccc1	·	58%[activator]	10%	-12%	-23	-1	-6%
CCOC(=O)c1sc(NC(=O)CC)c(C#N)c1C	18%	?	-7%	-8%	2	-3	1%
C=CCOC(=O)c1sc(NC(=O)c2ccc(OC)cc2)nc1C	10%	40%[activator]	-22%	-2%	37	16*	-13%
CCc1cc(=O)[nH]c(SCCCF)n1	5%	83%[activator]	8%	0%	16	2	-2%
Cc1c(C2(O)C(=O)Nc3ccc(F)cc32)c(=O)n(-c2ccccc2)n1C (configuration not stated)	3%	-18%	10%	5%	-5	-2	1%
CC1Cc2ccccc2N1S(=O)(=O)c1cccc(C(=O)N2CC(=O)Nc3ccccc32)c1 (configuration not stated)	-11%	5%	-3%	4%	28	6	15%
O=C(Cc1n[nH]c(=O)c2ccccc12)Nc1cccc(S(=O)(=O)N2CCCC2)c1	?	?	?	9%	-16	-1	3%
COc1ccc(/C=N/NC(=O)C(C)n2nnc3ccccc32)cc1OC (configuration not stated)	·	-28%	11%	-9%	-9	-1	6%
CNNC(=O)C(=O)NNS(=O)(=O)c1ccccc1	-6%	-1%	26%	-4%	-12	-2	0%
CCNC(=S)NNC(=O)c1ccc(OC(F)F)cc1	22%	·	9%	1%	-20	7	1%
N/C(=N\OC(=O)COc1ccc(Cl)cc1)c1cccnc1	42%[activator]	36%[activator]	8%	-3%	62*	15*	-2%
C=CCOc1ccc2c(c1)c(=O)cc(C(=O)O)n2CC	0%	2%	7%	1%	-8	0	-2%
CCc1nc(SCc2ccc([N+](=O)[O-])cc2)n[nH]1	58%	?	1%	-6%	76*	36*	0%
COc1cc(NC(=O)C2CCCO2)c(OC)cc1Cl (configuration not stated)	1%	-21%	-22%	-21%	-6	-3	6%
CCCN1CCC(=O)N([C@H](CN=[N+]=[N-])CC(C)C)CC1	?	4.7µM*	20%	-5%	-6	-1	8%
O=C(CNC1CCCC1)Nc1ccc(S(=O)(=O)N2CCCCC2)cc1	-7%	?	-5%	-6%	-1	-1	-1%
CC(C)CNC(=O)COC(=O)c1ccccc1SCC(=O)NCC(C)C	-10%	-22%	8%	0%	15	1	-2%
Cc1nc2ccc(S(=O)(=O)NCC(=O)NCCc3ccc(Cl)cc3)cc2s1	-7%	?	-12%	5%	-10	-3	0%
O=C(CSCc1ccco1)NC1CCCC1	4%	20%	8%	-6%	29*	3	1%
COc1ccccc1NS(=O)(=O)c1cccc(NC(=O)Nc2ccccc2)c1	-1%	-5%	?	8%	-3	-1	4%
C/C(=C\c1ccccc1)C(=O)NCCCn1ccnc1	12%	418%[activator]	10%	0%	10	-1	-1%
CNC(=S)Nc1cccc(-c2cnc3ccccc3n2)c1	81%[activator]	97%[activator]	-8%	5%	58*	26*	-1%
COc1ccc(-n2nnnc2S(=O)(=O)Cc2ccc(C(=O)O)cc2)cc1	?	25%	-15%	2%	21	11	-7%
CCOC(=O)C1CCN(C(=O)CN2C(=O)c3ccccc3Sc3ncccc32)CC1	-26%	24%	5%	-6%	-9	-2	1%
Cc1ccccc1NC(=O)c1cc(S(=O)(=O)c2ccccc2)ccc1Cl	-22%	·	-28%	-8%	-6	9	-6%
CS(=O)(=O)N1N=C(c2cccs2)CC1c1ccco1 (configuration not stated)	13%	54%[activator]	10%	-5%	21	1	-7%
C/C(=N\NC(=O)CNC(=O)C1COc2ccccc2O1)c1ccco1 (configuration not stated)	4%[0.00184 µM]	13%	5%	-3%	-8	-3	3%
CC(C)(C)c1cccc(P(=O)(c2ccccc2)c2ccccc2)c1O	?	14%	10%	-12%	-5	-3	3%
O=C(Cn1cc([N+](=O)[O-])cn1)N1N=C(C(F)F)CC1(O)C(F)F (configuration not stated)	-8%	9%	20%	5%	7	-4	-2%
Cc1ccc(NC(=S)N(CCN(C)C)Cc2cccs2)c(C)c1	1%	?	-10%	?	26	4	-8%
CCOc1nc2cnccc2n(CC(=O)Nc2c(C)cccc2CC)c1=O	3%	?	?	-1%	33	-6	2%
C=CCOc1ccc(/C=N/NC(=O)CN2CCCCC2)cc1OC	-17%	-24%	5%	0%	-8	1	-10%
CCN(C(=O)COC(=O)C1CC1C)c1c(N)n(Cc2ccccc2)c(=O)[nH]c1=O (configuration not stated)	-20%	6%	2%	-8%	·	·	·
COc1ccc(NCc2n[nH]c(=O)c3ccccc23)cc1	·	43%[activator]	-15%	-17%	19	15*	-3%
O=C1C2CC=CCC2C(=O)N1c1n[nH]c(-c2ccccc2)n1 (configuration not stated)	74%[activator]	257%[activator]	-7%	0%	-20	-5	-8%

Entries of single compounds from above. Screens in order: Pf growth 48h	Pf growth 96h	HCV inh	Tb PYK inh	Shiga inhibitor	Cycloheximide cs	LmPK inh
CS(=O)(=O)N1N=C(c2cccs2)CC1c1ccco1 (configuration not stated) is entered as 13%	54%[activator]	10%	-5%	21	1	-7%
COc1ccc(-n2nnnc2S(=O)(=O)Cc2ccc(C(=O)O)cc2)cc1 is entered as ?	25%	-15%	2%	21	11	-7%

(list continues)
SMILES	Pf growth 48h	Pf growth 96h	HCV inh	Tb PYK inh	Shiga inhibitor	Cycloheximide cs	LmPK inh
CCOC(=O)Cc1csc(NC(=O)c2c(-c3c(F)cccc3Cl)noc2C)n1	-26%	-10%	-2%	-7%	-22	-1	-11%
Cc1ccc(C(=O)N2CCN(c3ccc(N4CCOCC4)nn3)CC2)cc1C	-15%	5.2µM*	10%[8.37 µM]	0%	·	·	·
CC(=O)c1ccc(S(=O)(=O)N2CCN(C(=O)CSC(=S)N3CCCC3)CC2)cc1	?	?	8%	0%	·	·	·
COC(=O)[C@@H]1[C@@H](C)N(Cc2ccccc2)C(=O)N[C@H]1c1cccc(C(F)(F)F)c1	17%	47%[activator]	2.8µM*	-10%	-9	-6	-1%[11.5 µM]
Cc1ccc(C(=O)N2CCCCC2)cc1S(=O)(=O)N1CCCC1	39%[activator]	34%[activator]	-1%	-2%	-4	-3	0%
CCCc1cc(N2CCC(C(N)=O)CC2)nc(-c2ccccc2)n1	5.2µM*	23%	-2%	-4%	-7	8	-1%
COc1cccc(C(=O)NCCS(=O)(=O)N(C)C2CCCCC2)c1	-2%	33%[activator]	5%	7%	·	·	·
Cc1cc(C)cc(N(CC(=O)NC(C)(C)C)C(=O)CCC(=O)Nc2ccccn2)c1	-9%	10µM*	5%	-4%	-3	-2	1%
O=C(O)CCSc1nnc(CNc2ccc(Cl)cc2)n1Cc1ccccc1	17%	?	31%[activator]	2%	-2	-3	1%
CCN1CCN(Cc2c(O)ccc3c2O/C(=C\c2ccccc2)C3=O)CC1	?	12µM*	-6%	3%	-4	1	-19%
COc1ccc(C(=O)NCCNC(=O)c2cnccn2)cc1	15%	25%	0%	2%	-7	-1	-1%
